NPY-Y1 PAM-ag: human NPY-Y1 potentiation or agonism, primary screen | P25929 | NPY-Y1 expressing cells, potentiator/agonist activation | activation, % at 3.6 µM | 0.37% of 220,000 active; in the data active = activation above about 33%, passing the limit was not always enough;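 also: cells stimulated with NPY at EC10 then isoproterenol at EC100; 0% = low agonist plus stimulus and 100% = saturating agonist plus stimulus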
S1P4 antagonist: antagonists of human S1P4 receptor; O95977; S1P4-expressing cells, antagonist mode, reporter read-out; inhibition, % at 4.98 µM; 0.26% of 220,000 active; in the data active = inhibition above about 29%;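 also: 0% = wells stimulated with agonist and 100% = vehicle wells without agonist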
NPY Y1 blocker: antagonists of human neuropeptide Y receptor Y1 | AID 1040 | HEK293-CNG Y1 cells, membrane potential fluorescence; NPY at EC95, then isoproterenol | inhibition, % at 3.6 µM | 1% of 200,000 active;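 active = inhibition above the campaign mean inhibition of all tested compounds plus 3 SD, cut at about 20% in these data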;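 also: 0% = DMSO wells given NPY plus isoproterenol and 100% = isoproterenol alone without NPY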
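Material: HEK293 Y1/CNG channel cell line; also added: NPY (25 nM), isoproterenol (1 µM), Ro 20-1724 (25 µM); doses: one concentration, 3.6 µM, in 0.4% DMSO; schedule: compound incubation 1 h at room temperature, readout 45 min post-stimulation; technique: membrane potential fluorescence; measure: fluorescence ratio normalized to % inhibition between controls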
TRPN1 ag: zebrafish TRPN1 (NompC) channel agonism; HEK293 zebrafish TRPN1-YFP, Fluo-8 calcium fluorescence; 100% = response to 87 µM carbachol; activation, % at 3 µM; 0.18% of 220,000 active;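 active = activation above its plate's cutoff, the mean activation of test wells on that plate plus 3 SD, cut at about 19% in these data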;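 also: 0% = DMSO alone and 100% = 87 µM carbachol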
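Material – zebrafish TRPN1-YFP in HEK293 cells · Doses – 3 µM single point · Schedule – dye 1 h 37 °C plus 30 min RT · Signal – Fluo-8 calcium fluorescence, excitation 470-495 nm, emission 515-575 nm · Read-out – % activation versus carbachol response · Control set – carbachol high, DMSO low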
TRPML3 ag: human mucolipin-3 channel agonism; activation, % at 3 µM; 0.29% of 220,000 active; Q8TDD5; AID 1448; HEK293 TRPML3-YFP, Fluo-8 calcium fluorescence; 100% = the carbachol control signal;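 active = activation above its plate's cutoff, the mean activation of the plate's test wells plus 3 SD, cut at about 12% in these data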;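 also: 0% = DMSO only wells and 100% = carbachol wells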
Target sequence (Q8TDD5 whole entry, looked up): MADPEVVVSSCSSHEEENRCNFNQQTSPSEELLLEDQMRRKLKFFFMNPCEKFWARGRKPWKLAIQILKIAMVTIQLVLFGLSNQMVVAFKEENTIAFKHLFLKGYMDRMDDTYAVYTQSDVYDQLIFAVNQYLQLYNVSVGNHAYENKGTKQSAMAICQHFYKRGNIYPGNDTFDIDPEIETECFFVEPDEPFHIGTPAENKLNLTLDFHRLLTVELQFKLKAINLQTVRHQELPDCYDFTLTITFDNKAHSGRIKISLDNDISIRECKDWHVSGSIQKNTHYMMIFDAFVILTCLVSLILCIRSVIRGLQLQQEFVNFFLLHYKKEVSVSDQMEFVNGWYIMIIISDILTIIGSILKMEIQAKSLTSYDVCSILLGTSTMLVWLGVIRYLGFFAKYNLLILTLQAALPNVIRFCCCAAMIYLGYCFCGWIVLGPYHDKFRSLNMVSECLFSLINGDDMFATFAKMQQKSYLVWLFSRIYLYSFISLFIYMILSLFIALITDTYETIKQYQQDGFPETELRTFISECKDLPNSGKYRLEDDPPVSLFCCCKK
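Test system: HEK293 cells stably carrying human TRPML3-YFP; Doses: single dose, 3 µM final nominal compound, 0.3% DMSO final; Schedule: dye loading 1 h 37 °C then 30 min ambient, 125 s read; Technique: Fluo-8 calcium fluorescence; Benchmarks: high control carbachol 87 µM, low control DMSO.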
NPY-Y2 PAM-ag: human NPY-Y2 potentiation or agonism, primary screen; P49146; cells expressing NPY-Y2, potentiator/agonist read-out; activation, % at 3.6 µM; 0.45% of 220,000 active; in the data active = activation above about 27%;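 also: cells stimulated with NPY near EC25 plus isoproterenol at EC100; 0% = vehicle plus submaximal agonist and 100% = vehicle plus saturating agonist; some results beyond the cut were filed as inactive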
Target sequence (P49146 whole entry, looked up): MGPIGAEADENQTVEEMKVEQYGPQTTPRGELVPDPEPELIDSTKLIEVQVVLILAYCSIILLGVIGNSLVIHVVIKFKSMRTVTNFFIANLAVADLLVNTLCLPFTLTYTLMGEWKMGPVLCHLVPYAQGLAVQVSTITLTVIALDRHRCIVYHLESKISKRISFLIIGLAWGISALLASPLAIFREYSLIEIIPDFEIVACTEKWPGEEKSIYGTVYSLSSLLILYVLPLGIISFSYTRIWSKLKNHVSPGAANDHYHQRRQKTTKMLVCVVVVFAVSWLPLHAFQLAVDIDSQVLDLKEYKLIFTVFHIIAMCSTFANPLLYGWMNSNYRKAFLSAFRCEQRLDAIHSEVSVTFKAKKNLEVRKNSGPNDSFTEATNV
CHOP inh: CHOP inhibition in unfolded protein response. 3.8% of 220,000 active. inhibition, % at 10 µM. CHO-K1 CHOP-promoter luciferase, tunicamycin-induced, 15-18 h;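 active = compounds that reduced the stress-induced luciferase reporter signal by more than about 70% of percent inhibition, limit read from the data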;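 also: 0% = tunicamycin plus vehicle and 100% = wells without tunicamycin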
S1P4 agonist: agonists of human S1P4 receptor; O95977; S1P4-expressing cell line, agonist reporter assay; activation, % at 4.98 µM; 0.35% of 220,000 active; in the data active = activation above about 11%;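 also: 0% = DMSO vehicle and 100% = reference agonist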
EP2 mod: modulators of human EP2 prostaglandin E2 receptor; P43116; EP2-expressing cells, cAMP HTRF FRET, PGE2 co-stimulation; induction, % at 25 µM; 0.83% of 260,000 active; AID 940;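 active = compounds whose cAMP rise, as percent of the full-agonist control response, exceeds 60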;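 also: rat C6 glioma line stably carrying human EP2 under a CMV promoter; the protocol text gives 20 µM as final concentration; 100% = response of wells given 1 µM PGE2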
The depositor's hits bear a star; nt = no result given.

SMILES | NPY-Y1 PAM-ag | S1P4 antagonist | NPY Y1 blocker | TRPN1 ag | TRPML3 ag | NPY-Y2 PAM-ag | CHOP inh | S1P4 agonist | EP2 mod
Cc1ccc(S(=O)(=O)N(C)Cc2nc(-c3ccncc3)no2)cc1 | 6 | -13 | -1 | 3.0 | 3.8 | 8 | 25 | 3.2 | -7
COc1cc2c(cc1OC)CN(C(=O)CSc1nc(C)cc(C)c1C#N)CC2 | -12 | -20 | 11 | -0.3 | 0.0 | -2 | 23 | -4.0 | 16
CCn1c(=O)n(CC(=O)NCc2ccco2)c(=O)c2ccccc21 | -12 | -19 | 2 | 3.0 | 1.3 | -1 | 10 | 1.1 | 1
CC1=C(C)C(OCCBr)N(c2cc(O)c(Cl)cc2F)C1=O (configuration not stated) | 26 | -11 | nt | -1.1 | -0.1 | -4 | 14 | -2.1 | 1
CN1CCN(C(=O)C2=C[C@@H](C3CCCCC3)C[C@@H](OCCCCO)O2)CC1 | -11 | -6 | 2 | 1.4 | 0.5 | -10 | 0 | 0.4 | -12
Cc1ccc(NC(=O)c2oc3ccc(S(=O)(=O)N4CCOCC4)cc3c2C)cc1C | 4 | -12 | 2 | 0.3 | 0.7 | -6 | 27 | -0.5 | 19
Cc1cc(Cl)c(OCCCSc2nc(C)cc(=O)[nH]2)c(Br)c1 | 12 | 0 | 4 | -0.8 | 0.6 | 2 | 86* | 2.3 | 25
COc1ccc(-c2nc(Cn3c(SCc4ccccc4F)nc4ccncc43)c(C)o2)cc1 | -12 | -1 | 1 | 0.3 | 0.1 | -12 | 21 | 1.2 | 14
COC(=O)c1c(NC(NC(=O)C(C)C)C(Cl)(Cl)Cl)sc2c1CCCC2 (configuration not stated) | -15 | -19 | 6 | -1.8 | -0.6 | 2 | 25 | 2.5 | 56
COC(=O)c1ccc(N2C(=O)CC(N3CCN(c4ccccc4)CC3)C2=O)cc1 (configuration not stated) | -1 | -10 | -1 | 0.8 | 0.3 | 1 | nt | 4.3 | nt
CCCCn1c(SCC(=O)N(CC)C2CCS(=O)(=O)C2)nc2cc(S(N)(=O)=O)ccc21 (configuration not stated) | -14 | -15 | 0 | -0.2 | 0.8 | -3 | 0 | 3.4 | -4
CNC(=O)CSc1nnc(-c2cccnc2)n1CCc1ccccc1 | 7 | 10 | 2 | 1.9 | 1.6 | 8 | 7 | -0.4 | 8
NS(=O)(=O)c1cccc(NC(=O)CSc2ncnc3ccccc23)c1 | 3 | -3 | nt | 4.6 | 1.3 | -11 | 18 | 0.2 | 7
CCOC(=O)C1/C(=N\O)CC(C)(O)C(C(=O)OCC)C1c1ccc(OC)c(OC)c1 (configuration not stated) | -8 | -7 | -1 | 2.5 | 0.5 | 0 | -5 | 0.2 | 21
COc1ccc(N2C(=O)CC(N(Cc3ccc(S(N)(=O)=O)cc3)C(C)=O)C2=O)cc1 (configuration not stated) | -10 | -15 | -1 | 0.5 | -0.1 | -2 | -2 | 0.7 | -8
CC(C)c1ccc(NC(=O)N2CCN(S(=O)(=O)c3ccccc3)CC2)cc1 | 7 | -7 | -5 | -0.8 | 0.3 | 8 | 16 | 2.3 | -50
CCOC(=O)N1CCC(NC(=O)CSCc2nc(-c3ccc(OC)c(OC)c3)oc2C)CC1 | 8 | -3 | -4 | -0.6 | -0.5 | 2 | 19 | 2.0 | 13
COc1ccccc1-c1nc(C#N)c(NCCCn2ccnc2)o1 | 6 | -2 | nt | -0.2 | 0.2 | 5 | -6 | 1.6 | -39
O=C(Nc1ccc2c(c1)OCCO2)c1ccc(CN2CCOCC2)cc1 | 7 | 1 | -3 | 4.4 | 2.4 | -12 | 4 | 0.5 | -5
CCc1ccc(C(=O)COC(=O)C(Cc2ccccc2)NC(=O)C2CCC(C)CC2)cc1 (configuration not stated) | -11 | -2 | 4 | -1.3 | 0.2 | -12 | 60 | 0.7 | 41
COc1ccc(Sc2ncnc3onc(C)c23)cc1 | -4 | 4 | 7 | 0.5 | 0.5 | 2 | 29 | -1.0 | 5
COc1ccc(NC(=O)c2cc(-c3cccnc3)nc3ccc(C)cc23)cc1OC | -20 | 0 | -2 | 0.7 | 0.3 | 2 | 40 | -1.0 | -23
COC(=O)c1ccc(CSc2nnc3c(Cl)cc(Cl)cn23)o1 | 6 | 1 | -5 | 0.0 | 0.7 | 0 | 24 | -2.8 | 25
COc1cc(OC)cc(C(C(=O)NC2CCCCC2)N(C(=O)c2ccno2)c2ccccc2)c1 (configuration not stated) | -12 | 1 | -2 | -1.8 | -0.5 | 14 | -7 | -0.9 | 29
CC(C(=O)Nc1ccc2c(c1)OCCO2)N1CCN(C(=O)c2ccco2)CC1 (configuration not stated) | 0 | 7 | 1 | -1.2 | 0.4 | 5 | 10 | -4.5 | 7

Ordered by SMILES length (rising): part of the list above.
SMILES | NPY-Y1 PAM-ag | S1P4 antagonist | NPY Y1 blocker | TRPN1 ag | TRPML3 ag | NPY-Y2 PAM-ag | CHOP inh | S1P4 agonist | EP2 mod
Cc1ccc(S(=O)(=O)N(C)Cc2nc(-c3ccncc3)no2)cc1 | 6 | -13 | -1 | 3.0 | 3.8 | 8 | 25 | 3.2 | -7
CN1CCN(C(=O)C2=C[C@@H](C3CCCCC3)C[C@@H](OCCCCO)O2)CC1 | -11 | -6 | 2 | 1.4 | 0.5 | -10 | 0 | 0.4 | -12
CCOC(=O)C1/C(=N\O)CC(C)(O)C(C(=O)OCC)C1c1ccc(OC)c(OC)c1 (configuration not stated) | -8 | -7 | -1 | 2.5 | 0.5 | 0 | -5 | 0.2 | 21

Additional compounds follow:
SMILES | NPY-Y1 PAM-ag | S1P4 antagonist | NPY Y1 blocker | TRPN1 ag | TRPML3 ag | NPY-Y2 PAM-ag | CHOP inh | S1P4 agonist | EP2 mod
O=C(NC1CSCC1OC(=O)c1ccccc1)c1ccccc1 (configuration not stated) | 8 | -15 | nt | 0.8 | -0.4 | -6 | 3 | 0.4 | 3
Cc1ccc(CNC(=O)c2cn(C)c(=O)c3c2c2ccccc2n3C)o1 | -21 | 1 | 1 | -0.8 | 0.5 | -4 | 7 | -2.7 | -26
Cc1cccc(C2N(c3nccs3)C(=O)C3CCCN32)c1 (configuration not stated) | 4 | -13 | -3 | 0.1 | 0.1 | 3 | -3 | -1.4 | 8
C[N+]12CCCCC1[C@@H](CO)CCC2 (some centres not stated) | -17 | 9 | nt | 2.4 | 0.1 | -18 | -12 | -1.2 | -31
CC(=O)[C@@H]1[C@@H]2C(=O)N(c3ccc(F)c(Cl)c3)C(=O)[C@@H]2C2c3ccccc3C=CN21 (some centres not stated) | -1 | -9 | -3 | 1.5 | 0.5 | -6 | 1 | -0.2 | -5
CCc1cc2cc(C(=O)Nc3ccccc3F)sc2s1 | -29 | -15 | 7 | -0.2 | -0.1 | -12 | 31 | 0.8 | -18
Cn1c2c(c(=O)n(C)c1=O)[C@@H]1c3c(ccc4ccccc34)OC[C@@H]1CO2 | -5 | -9 | 2 | 0.2 | 0.5 | -12 | -3 | 0.6 | 9
O=C(O)c1ccc(N/N=C/c2ccc3c(c2)OCO3)cc1 | 10 | -27 | 3 | -0.4 | 0.5 | -10 | 93* | 1.9 | 11
O=C(COC(=O)CNS(=O)(=O)c1ccccc1)NC12CC3CC(CC(C3)C1)C2 | -4 | -10 | -2 | 1.1 | 0.3 | -6 | 1 | 0.4 | -12
COc1cccc(NC(=O)CCNC(=O)Cn2ccc3ccccc3c2=O)c1 | 17 | 1 | -2 | 0.8 | 0.2 | 8 | 26 | -0.9 | -5
Cc1cccc(C)c1NC(=O)C1CCCN1C(=O)OC(C)(C)C (configuration not stated) | 1 | -6 | 6 | -1.5 | 0.2 | -2 | -6 | 1.2 | -14
CCC(=O)Nc1nc2ccccc2n1CCN(C)C | -22 | -4 | -3 | 1.7 | 0.7 | -4 | -8 | 1.8 | 10
CC1CCN(C(=O)C2CCN(S(=O)(=O)c3cnc[nH]3)CC2)CC1 | -12 | -5 | 0 | -0.8 | 0.3 | -15 | 14 | -1.2 | 26
Cc1cccc(C(=O)N(NC(=O)Oc2ccccc2)C(C)(C)C)c1 | -15 | -5 | 1 | -1.5 | 0.3 | -3 | 0 | 1.0 | 40
COc1ccc(-n2cccc2/C=C/[N+](=O)[O-])cc1 | 9 | -5 | -1 | 0.5 | 0.3 | 4 | -29 | -0.2 | -56
COc1ccc(CN(CCCN2CCOCC2)C(=O)Nc2ccccc2)cc1OC | -12 | -1 | 7 | 1.3 | 0.9 | -13 | -5 | 0.6 | -2
COC(=O)c1cccc(C(=O)Oc2cccc(Br)c2)n1 | 13 | -14 | 2 | 1.0 | -0.2 | -6 | 2 | 5.1 | -11
CCOC(=O)C1(Cc2cccc(OC)c2)CCN(CCO)CC1 | 6 | -5 | 3 | 0.3 | 0.8 | -1 | -5 | -1.1 | 8
COc1ccc(CCNC(=O)CN2CCC(C(N)=O)CC2)cc1 | 5 | -16 | 5 | 0.9 | 1.1 | 5 | 17 | 0.5 | 5
Cc1nc(Nc2ccc(C(=O)O)cc2)nc(Nc2ccc(C(=O)O)cc2)c1[N+](=O)[O-] | -10 | 2 | -2 | 0.1 | 1.3 | 3 | 12 | -0.8 | 30
O=C(O)c1cccnc1Oc1ccccc1 | -4 | 12 | 2 | -2.3 | 0.0 | 1 | 31 | -1.5 | 25
C=CCNC(=O)c1c(Cl)cnn1-c1ccc(C)cc1 | 8 | 2 | 5 | 0.1 | 0.1 | -15 | -39 | 2.1 | 6
O=c1cc(O)c2c(=O)n(Cc3ccccc3)c3ccccc3c2o1 | 18 | 89* | 0 | 0.7 | -0.1 | 1 | 21 | 2.6 | -20
COc1ccc(CCNc2nc(-c3ccc(NC(C)=O)cc3)cs2)cc1OC | -2 | -69 | -8 | 1.4 | 1.9 | -5 | 13 | -0.4 | -47

4 entries from above in a different format.
> COc1ccc(Sc2ncnc3onc(C)c23)cc1
- NPY-Y1 PAM-ag: -4
- S1P4 antagonist: 4
- NPY Y1 blocker: 7
- TRPN1 ag: 0.5
- TRPML3 ag: 0.5
- NPY-Y2 PAM-ag: 2
- CHOP inh: 29
- S1P4 agonist: -1.0
- EP2 mod: 5

> COc1ccc(NC(=O)c2cc(-c3cccnc3)nc3ccc(C)cc23)cc1OC
- NPY-Y1 PAM-ag: -20
- S1P4 antagonist: 0
- NPY Y1 blocker: -2
- TRPN1 ag: 0.7
- TRPML3 ag: 0.3
- NPY-Y2 PAM-ag: 2
- CHOP inh: 40
- S1P4 agonist: -1.0
- EP2 mod: -23

> COC(=O)c1ccc(CSc2nnc3c(Cl)cc(Cl)cn23)o1
- NPY-Y1 PAM-ag: 6
- S1P4 antagonist: 1
- NPY Y1 blocker: -5
- TRPN1 ag: 0.0
- TRPML3 ag: 0.7
- NPY-Y2 PAM-ag: 0
- CHOP inh: 24
- S1P4 agonist: -2.8
- EP2 mod: 25

> COc1cc(OC)cc(C(C(=O)NC2CCCCC2)N(C(=O)c2ccno2)c2ccccc2)c1 (configuration not stated)
- NPY-Y1 PAM-ag: -12
- S1P4 antagonist: 1
- NPY Y1 blocker: -2
- TRPN1 ag: -1.8
- TRPML3 ag: -0.5
- NPY-Y2 PAM-ag: 14
- CHOP inh: -7
- S1P4 agonist: -0.9
- EP2 mod: 29

Screening results (PubChem)

No enrichment for hits. Share with any hit: about 6.5%.
